# Screening data from PubChem BioAssay.
# Gli-Sufu block: Gli-Sufu pathway antagonism; inhibition, % at 5 µM; Sufu-KO-LIGHT fibroblasts, Gli luciferase reporter luminescence; hit rate 0.74% among 340,000;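 active = inhibition above about 55%, limit read from the data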;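 note: 0% = DMSO-treated cells and 100% = wells with medium but no cells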
# APJ antagonist: antagonists of human APJ apelin receptor; P35414; CHO-K1 APJ beta-arrestin complementation, luminescence; inhibition, % at 20 µM; hit rate 0.32% among 330,000; AID 2521;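 active = inhibition above about 40% at 20 µM, limit read from the data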;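 note: cells challenged with 10 nM apelin-13 agonist together with compound; plate controls were apelin-13 plus DMSO wells for no effect and DMSO wells lacking apelin-13 for full effect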
# UBC13 polyUb: inhibitors of human UBC13 polyubiquitin chain formation | P61088 | TR-FRET | inhibition, % at 20 µM | hit rate 0.47% among 330,000; in the data active = inhibition above about 45%, passing the limit was not always enough
# Target sequence (P61088 whole entry, looked up): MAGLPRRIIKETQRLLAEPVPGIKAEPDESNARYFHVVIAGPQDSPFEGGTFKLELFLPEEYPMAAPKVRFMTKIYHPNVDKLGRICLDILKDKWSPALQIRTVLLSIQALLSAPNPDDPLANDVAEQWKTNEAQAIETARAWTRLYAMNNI
# CXCR6 block: inhibitors of human CXCR6 receptor; AID 602244; CHO-K1 PathHunter CXCR6 beta-arrestin, luminescence; hit rate 0.36% among 360,000; inhibition, % at 20 µM; in the data active = inhibition above about 34%, passing the limit was not always enough;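 note: antagonist mode with CXCL16 agonist at 10 nM final; 0% = 10 nM CXCL16 with DMSO and 100% = unstimulated wells without agonist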
# APJ ag: agonists of human APJ apelin receptor. P35414. CHO-K1 APJ PathHunter beta-arrestin, luminescence; 0% DMSO wells, 100% apelin. activation, % at 20 µM. hit rate 0.11% among 330,000. AID 2520;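 active = activation more than six SD over the plate average, tested at 20 µM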;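 note: 0% = DMSO alone and 100% = apelin-13 at 10 nM; some results filed as inactive read as strong as hits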
#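 Test system: CHO-K1 APJ beta-arrestin complementation cell line | Compound: Single test compound dose, 20 µM final, 1% DMSO | Incubation: Compound 90 min 25 °C, reagent 1 h | Measured by: beta-gal luminescence | Read-out basis: APJ–arrestin association signal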
# ATG4B inh: ATG4B (human) cysteine protease inhibition | Q9Y4P1 | inhibition, % at 8.33 µM | ATG4B cleavage of LC3-PLA2, NBD-HPC fluorescence, 1 h | hit rate 0.51% among 340,000; in the data active = inhibition above about 40%
# Target sequence (Q9Y4P1 whole entry, looked up): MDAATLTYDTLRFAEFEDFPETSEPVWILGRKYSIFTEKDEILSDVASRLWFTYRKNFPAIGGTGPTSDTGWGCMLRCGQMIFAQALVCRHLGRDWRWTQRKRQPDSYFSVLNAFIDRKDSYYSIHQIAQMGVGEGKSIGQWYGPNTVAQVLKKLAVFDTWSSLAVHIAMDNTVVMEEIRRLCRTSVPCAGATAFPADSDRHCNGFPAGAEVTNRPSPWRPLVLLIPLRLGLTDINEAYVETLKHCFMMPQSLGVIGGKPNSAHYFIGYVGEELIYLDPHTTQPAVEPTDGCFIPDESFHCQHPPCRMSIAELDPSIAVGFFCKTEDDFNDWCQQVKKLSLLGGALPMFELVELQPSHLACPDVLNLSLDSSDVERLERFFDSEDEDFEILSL
# EBI2 antag: blocks human EBI2 receptor beta-arrestin signaling. EBI2 beta-arrestin recruitment, luminescence, 7a,25-OHC stimulated. hit rate 0.81% among 360,000. inhibition, % at 5 µM. P32249; in the data active = inhibition above about 38%;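 note: enzyme fragment complementation signal reports receptor beta-arrestin coupling in cells; 0% = agonist plus DMSO wells and 100% = wells without agonist; some results beyond the cut were filed as inactive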
# Target sequence (P32249 whole entry, looked up, the tested form may be a part): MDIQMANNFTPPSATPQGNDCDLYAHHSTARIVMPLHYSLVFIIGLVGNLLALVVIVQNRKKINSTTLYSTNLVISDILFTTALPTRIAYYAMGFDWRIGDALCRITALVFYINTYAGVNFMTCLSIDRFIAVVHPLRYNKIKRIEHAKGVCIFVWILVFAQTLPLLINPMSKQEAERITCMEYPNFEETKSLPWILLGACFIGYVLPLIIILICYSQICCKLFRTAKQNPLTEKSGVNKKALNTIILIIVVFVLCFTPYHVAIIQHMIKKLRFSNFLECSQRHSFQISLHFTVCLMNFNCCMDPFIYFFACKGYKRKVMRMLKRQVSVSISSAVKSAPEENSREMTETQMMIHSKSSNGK
# CCR6 antag: CCR6 (human) receptor antagonism. CHO-K1 CCR6 PathHunter beta-arrestin, luminescence, CCL20-stimulated. inhibition, % at 20 µM. hit rate 0.49% among 340,000;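 active = compounds whose inhibition of the agonist-driven luminescence signal at 20 µM reaches about 50%, limit read from the data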;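 note: cells stimulated with CCL20 at 14 nM final; plate controls were DMSO with CCL20 for no effect and DMSO without agonist for full effect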
# Active calls of the source: *; . = no result given; & = joins results of further samples. Rows are unselected; about 3% have a hit in one of these screens.
SMILES,Gli-Sufu block,APJ antagonist,UBC13 polyUb,CXCR6 block,APJ ag,ATG4B inh,EBI2 antag,CCR6 antag
CCOC(=O)C1=NN(c2ccccc2)C2(S1)SC(C(C)=O)=C(C)N2c1ccccc1 (stereo not drawn),5.1,15.2,-0.9,11.2,-0.9,-5.0,9.7,22.9
COc1cccc(-n2cnc3scc(-c4cccs4)c3c2=O)c1,4.6,16.0,12.0,-6.8,-2.1,-5.6,6.4,18.1
CN(C)/C=N/c1sc2c(c1C#N)CC(C)(C)NC2(C)C,3.8,-17.2,-6.4,-1.7,0.1,-6.5,-2.5,-0.8
Cc1cc(C)n(-c2ccc(C(=O)OCC(=O)Nc3ccc(S(=O)(=O)N4CCCCC4)cc3)cc2)n1,0.2,1.8,-3.5,8.8,-1.6,-4.5,9.1,6.5
CCCn1nnnc1NCc1ccccc1OCC,-9.3,-9.4,1.9,4.9,0.2,4.2,-1.3,9.8
Cc1cc(Oc2ccccc2)nc(SCC(N)=O)n1,-1.1,-6.7,3.6,-3.7,3.5,-1.5,2.0,-6.5
CC1(C)CC(=O)C2=C(C1)Nc1ccccc1NC2,7.9,-7.4,-1.1,-7.5,-0.1,-1.0,11.8,4.7
Cc1ccc(C(=O)NCCc2nnc3ccc(SCC(=O)N4CCCC4)nn23)cc1,-1.3,21.8,-5.4,2.5,-1.0,-1.4,-14.6,8.0
CC(=O)Nc1ccc(/C=N/Nc2ccc(C(=O)c3c(C)cc4ccccn34)cc2[N+](=O)[O-])cc1,3.3,18.0,-49.6,18.4,-1.1,1.6,-3.8,21.5
[O-]/[N+](=C/c1ccco1)c1ccccc1,7.8,-16.0,-2.0,1.8,-2.0,-7.9,-3.8,17.2
O=c1c2ccccc2c(-c2ccc(Cl)cc2)nn1-c1ccccc1,5.9,9.7,10.2,12.4,-3.5,4.9,-6.1,23.9
CCC(=O)NC(C)C(c1cccs1)N1CCN(Cc2ccccc2)CC1 (stereo not drawn),-0.7,0.4,-9.0,-1.6,-5.1,-5.7,1.2,3.4
CCCNc1nc(-c2cc(C(=O)Nc3ccccc3)on2)cc(C(C)C)n1,7.0,-11.5,2.7,2.2,-1.9,1.1,-9.0,10.9
COc1cccc(CNC(=O)Cn2ccc3cc(S(=O)(=O)N4CCCC4)ccc32)c1,9.3,-6.9,-6.1,-1.4,-2.2,-0.5,-2.2,9.0
CCCCn1c(N)c(N(CCOC)C(=O)CSc2n[nH]c(-c3ccc(C)cc3)n2)c(=O)[nH]c1=O,2.6,-3.5,-3.7,-6.7,3.7,3.3,-1.0,-1.5
CN(CC(=O)Nc1ccccc1Br)C(=O)c1ccc(COc2ccccc2)cc1,5.3,5.1,6.3,-18.0,4.6,12.6,0.9,4.4
O=C(O)c1cc(-c2cccc(Cl)c2)nc2nc(N3CCCCC3)sc12,-10.5,-2.0,28.2,-3.4,-2.4,-1.9,-5.7,-1.9
COc1cccc(CN2CCNC(=O)C2CC(=O)NCC2CCOCC2)c1 (stereo not drawn),9.6,-6.8,-2.3,-5.2,-0.3,5.4,-0.8,-1.2
CC(=O)Nc1ccc(S(=O)(=O)NC(C(=O)O)C(C)C)cc1 (stereo not drawn),49.9,-15.0,-7.0,-2.1,0.4,-4.3,1.0,0.2
CC1(C)CC(=O)C/C(=N/NC(=O)C2CCN(S(=O)(=O)c3cccs3)CC2)C1,-9.4,-5.2,3.3,-1.0,-1.7,-2.6,-19.6,-3.2
Cc1ccc(NC(=O)CSc2nnc3ccc(-c4cccnc4)nn23)cc1,4.6,4.1,1.7,0.5,-3.0,-1.3,-8.5,4.4
C#CCOCCOCCOCCNc1nc(N2CCN(C(=O)Cn3cc(CCCCN)nn3)CC2)nc(N2CCN(C(=O)[C@H](CCCCN)n3cc(CCCC)nn3)CC2)n1,-1.0,11.3,40.7,2.8,-3.5,-9.9,-2.8,-0.4
O=C(C[C@@H]1C/C=C\CCCC(=O)OC[C@@H](c2ccccc2)NC1=O)NCCO,2.5,3.2,10.8,-2.2,-1.9,-6.6,0.8,-2.4
CC(=O)/C(C[N+]1(C)CCCCC1)=N\O,-16.2,6.3,4.4,11.7,-3.8,3.5,-1.0,2.1
CCOc1ccc2c(c1)c(=O)c(S(=O)(=O)c1ccc(C)cc1)cn2CC,12.3,-14.0,-2.1,1.0,-3.5,2.9,-6.4,13.8
O=C(CSc1nnc(-c2ccc(F)cc2)o1)N1CCCCC1,-13.3,-6.1,4.3,-0.5,0.5,-6.5,-2.2,6.9
COc1ccc(/C=C(/NC(=O)c2ccco2)C(=O)N2CCCCC2)cc1,7.6,10.7,-2.6,-8.4,0.2,5.9,-9.9,-7.1
COc1cccc(-c2cc(C(=O)N3CC4(C)CC3CC(C)(C)C4)no2)c1 (stereo not drawn),-1.4,21.4,-7.3,10.1,-2.0,12.2,32.1,7.2
O=C(C1CCCN1S(=O)(=O)c1cccc2cccnc12)N1CCc2ccccc2C1 (stereo not drawn),2.8,1.5,-11.5,2.2,-0.5,-0.8,-0.1,15.6
COc1cc(C(=O)Nc2cccc(NC(=O)c3ccccc3)c2)cc(OC)c1OC,-11.2,-9.6,-2.6,8.5,1.5,3.1,-20.2,1.9
Cc1ccc(Oc2ccc(OCC(=O)NC(CC(C)C)C(=O)O)cc2)cc1 (stereo not drawn),4.2,12.4,-7.9,4.2,-2.5,-6.2,-5.0,3.5
COc1cc(OC)c(C2N(c3cc(C)on3)C(=O)C3CCCN32)cc1OC (stereo not drawn),-11.3,-11.7,7.6,3.0,-3.6,-18.4,-3.2,3.5
O=C(Nc1nc(-c2ccc(S(=O)(=O)N3CCOCC3)cc2)cs1)c1ccccc1,35.7&37.0,-14.2,-6.7,-8.0&-4.9,8.1,1.8&9.0,6.0&3.1,8.2&-3.7
CCCCNc1c2c3c(cccc3n(C)c1=O)C(=O)c1ccccc1-2,6.7,-27.6,-92.1,8.8,-1.7,-85.8,22.4,9.3
O=C(CCCC(=O)OCC(=O)NC1CCCC1)Nc1ccccn1,-0.7,5.1,-5.9,6.5,-1.0,-1.8,-8.6,0.8
COc1ccc(OCCSc2nc3ccccc3c(=O)[nH]2)cc1,4.5,-3.4,7.1,-0.4,-1.2,-6.7,-13.0,1.6
CCOC(=O)Cn1nc(C)n(-c2ccc(C)cc2)c1=O,4.0,-10.8,2.6,14.0,1.9,5.2,-5.1,5.5
CCCCNC(=O)C(=O)NCCCn1ccnc1,1.9,6.2,0.5,8.1,-3.9,-4.9,-2.7,-5.9
CCOc1ccc(NC(=O)CSc2nc3c(c(=O)n2-c2ccccc2OC)SCC3)cc1,1.3,-7.6,-11.1,3.0,-6.8,-6.7,-9.5,2.2
O=C(COC(=O)c1cc(=O)[nH]c2ccc(Br)cc12)c1ccccc1,-8.3,4.8,-2.2,4.1,-2.7,4.9,1.9,-10.8
CN(C1CCCCC1)S(=O)(=O)c1ccc(S(=O)(=O)N2CCN(C(=O)c3ccccc3F)CC2)cc1,11.4,2.6,-6.3,-5.3,-5.4,-3.3,32.4,17.2
COc1cc(-c2cc(=O)c3c(O)c(OC)c(OC)c(OC)c3o2)cc(OC)c1OC,18.1,-58.5,-2.9,-3.6,-1.6,-6.9,0.7,-2.2
Cc1cccn2c(=O)nc(SCC(=O)N3N=C(c4cccs4)CC3c3ccc(F)cc3)nc12 (stereo not drawn),1.1,-36.7,12.2,10.3,-2.5,-1.7,8.0,10.6
Oc1ccc(Cl)cc1CNCC1CCCCC1,40.0,20.4,19.3,2.0,-6.1,6.8,-14.2,10.1
Fc1ccc(CSc2nc3ccccc3[nH]2)c2ccccc12,18.3,-24.0,5.4,-11.5,0.3,66.5*,17.9,0.8

# Four entries from above, arranged by formula weight, largest number first.
SMILES,Gli-Sufu block,APJ antagonist,UBC13 polyUb,CXCR6 block,APJ ag,ATG4B inh,EBI2 antag,CCR6 antag
Cc1cccn2c(=O)nc(SCC(=O)N3N=C(c4cccs4)CC3c3ccc(F)cc3)nc12 (stereo not drawn),1.1,-36.7,12.2,10.3,-2.5,-1.7,8.0,10.6
COc1cc(-c2cc(=O)c3c(O)c(OC)c(OC)c(OC)c3o2)cc(OC)c1OC,18.1,-58.5,-2.9,-3.6,-1.6,-6.9,0.7,-2.2
O=C(CCCC(=O)OCC(=O)NC1CCCC1)Nc1ccccn1,-0.7,5.1,-5.9,6.5,-1.0,-1.8,-8.6,0.8
Oc1ccc(Cl)cc1CNCC1CCCCC1,40.0,20.4,19.3,2.0,-6.1,6.8,-14.2,10.1

# The listing continues:
SMILES,Gli-Sufu block,APJ antagonist,UBC13 polyUb,CXCR6 block,APJ ag,ATG4B inh,EBI2 antag,CCR6 antag
COc1ccc2cc(C(=O)/C=C/c3cc(OC)c(O)c(OC)c3)ccc2c1,3.8,0.8,-8.0,16.0,-0.4,-13.6,29.5,28.6
Cc1nc(C(=O)NNC(=O)Nc2ccccc2)cs1,-1.7,12.8,5.9,-0.9,-3.0,1.5,-8.7,9.2
Cc1ccnc2nc(C(=O)Nc3cc(Cl)ccc3N3CCOCC3)nn12,-6.9,57.0*,-3.8,0.0,-6.3,-4.6,8.2,8.4
COc1ccccc1N1CCN(S(=O)(=O)CCNC(=O)c2ccc(Br)o2)CC1,-1.4,2.4,-1.9,-8.3,-6.7,-4.3,-5.2,10.1
CCOC(=O)/C(=C/c1cn(C)c2ccccc12)NC(=O)c1ccccc1,-7.4,1.1,-2.3,-2.9,-4.4,-1.2,1.1,5.8
CCOc1ccc(/C=N/NC(=O)Cn2ccnc2C)cc1,0.4,15.4,0.5,-3.3,-3.3,-1.6,4.2,-4.3
C=CCSc1n[nH]c(-c2ccccc2)n1,-14.1,0.5,0.0,-2.8,-3.2,-2.2,-19.3,6.1
Cc1cccc(C(C)C)c1NC(=O)c1ccc(COc2ccc3c(C)cc(=O)oc3c2)cc1,8.9,5.2,-4.7,-11.3,-2.0,8.5,15.9,5.8
CC1CCCN(C(=O)/C(=C/c2ccco2)NC(=O)c2ccccc2)C1 (stereo not drawn),-6.0,11.6,-2.8,1.1,-6.0,2.2,-2.2,10.2
COc1cc(/C=C/C(=O)c2ccc3c(c2)OCCO3)cc(OC)c1OC,30.7,-15.0,-4.7,-6.5,2.2,2.8,22.7,8.3
O=C(OCC(=O)N1CCCC1)c1ccc(NS(=O)(=O)c2cccs2)cc1O,13.1,6.8,-2.8,-3.2,-1.1,-9.2,-9.2,1.4
CN(C)c1ccc(C2(c3ccc(N(C)C)cc3)OC(=O)c3cc(N)ccc32)cc1,9.6,14.9,-10.3,9.3,-1.7,0.2,-9.3,20.8
Cc1ccc(-c2noc(CCC(=O)NC3CC3)n2)cc1,-22.0,-20.1,5.2,-0.8,-0.9,-7.0,0.5,6.9
CCCN(CC(=O)Nc1ccccc1OC)C(=O)CNC(=O)c1ccc(C)s1,-2.3,.,.,-5.1,.,-2.0,-0.4,12.9
COc1cc(S(=O)(=O)N2CCOCC2)ccc1NC(=O)CSc1nnc(N)s1,-27.2,6.8,-3.5,-6.6,-2.8,-15.5,-3.0,9.3
Cc1ccnc(NC(=O)CCCc2ccccc2)c1,-27.2,16.5,-16.1,4.6,-3.0,-12.9,0.2,18.4
COc1cnn(-c2ccccc2)c(=O)c1OC,2.5,1.3,2.6,14.1,-3.1,5.4,-4.8,4.0
COc1ccc(C2=NOC(C(=O)NCc3cccs3)C2)cc1 (stereo not drawn),-27.3,6.1,2.5,2.0,-2.3,-4.4,7.4,-1.5
O=C(COc1cccnc1[N+](=O)[O-])N1CCc2ccccc21,-18.1,7.5,-3.1,-2.3,-3.4,-0.6,-8.8,10.9
Cc1cccc2cc(COC(=O)C(C)(C)C)c(=O)[nH]c12,-5.7,-12.2,7.6,-9.2,-1.5,4.6,-0.5,-2.6
Cn1cc(/C=N/n2cnc3scc(-c4ccccc4)c3c2=O)c2ccccc21,14.4,3.7,-1.3,-1.8,-5.0,-11.2,-2.6,-0.3
CC(C)CCn1c(Sc2nc3ccccc3s2)nc2c1c(=O)[nH]c(=O)n2C,14.2,6.0,3.5,9.9,-3.8,1.1,-0.8,16.1
